# Screening data (PubChem BioAssay)
# APEX1 inh: inhibitors of human APE1 endonuclease; recombinant APE1, TAMRA/BHQ-2 abasic DNA cleavage fluorescence; Potency, µM (highest dose often 65.8 µM), without a hit: at the highest dose activity change, negative = inhibition, actives largely listed as inhibitors; hit rate 0.35% among 350,000; AID 2517;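 note: potency is the fitted concentration of half-maximal effect; plate controls were vehicle for no effect and reference inhibitor for full effect; nearly all actives have a fitted effect of over 55% in size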
#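 Readout is kinetic fluorescence (ex 525, em 598 nm) from cleavage of 50 nM TAMRA/BHQ-2 THF abasic duplex by 0.75 nM APE1, compound added 15 min beforehand at RT.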
# POLK inh: DNA polymerase kappa (human) inhibition; purified Pol kappa, fluorescent DNA synthesis assay, 10 min; Potency, µM (series often up to 107 µM), without a hit: at the top dose activity, negative = inhibition, most hits filed as inhibitors; hit rate 0.53% among 400,000; note: potency is the fitted concentration of half-maximal effect; % is set by controls: 0 for no effect and ±100 for the full control effect
# Target sequence (Q9UBT6 whole entry, looked up): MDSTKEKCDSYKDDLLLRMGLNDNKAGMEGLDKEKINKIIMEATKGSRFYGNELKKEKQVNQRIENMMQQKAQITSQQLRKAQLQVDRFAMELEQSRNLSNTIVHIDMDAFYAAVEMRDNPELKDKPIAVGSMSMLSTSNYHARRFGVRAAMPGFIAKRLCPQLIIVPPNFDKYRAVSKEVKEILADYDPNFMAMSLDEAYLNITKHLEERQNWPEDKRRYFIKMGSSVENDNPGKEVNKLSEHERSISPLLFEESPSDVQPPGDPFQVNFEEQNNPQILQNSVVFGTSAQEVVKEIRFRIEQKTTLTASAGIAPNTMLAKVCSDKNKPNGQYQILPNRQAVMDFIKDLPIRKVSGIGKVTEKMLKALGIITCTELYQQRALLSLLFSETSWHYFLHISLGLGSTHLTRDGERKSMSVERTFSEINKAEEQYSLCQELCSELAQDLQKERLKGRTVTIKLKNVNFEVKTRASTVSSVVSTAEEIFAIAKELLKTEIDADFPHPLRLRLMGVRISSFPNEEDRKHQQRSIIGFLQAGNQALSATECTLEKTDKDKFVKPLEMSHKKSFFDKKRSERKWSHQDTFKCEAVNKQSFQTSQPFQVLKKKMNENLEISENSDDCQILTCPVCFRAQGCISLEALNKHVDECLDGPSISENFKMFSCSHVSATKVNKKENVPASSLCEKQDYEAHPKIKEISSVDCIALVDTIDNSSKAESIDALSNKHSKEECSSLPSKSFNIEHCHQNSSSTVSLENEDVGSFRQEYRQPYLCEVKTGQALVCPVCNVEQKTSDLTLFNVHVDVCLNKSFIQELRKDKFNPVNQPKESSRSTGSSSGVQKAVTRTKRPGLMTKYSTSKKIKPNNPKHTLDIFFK
#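 10 nM Pol kappa preincubated 15 min at room temperature with compounds, then reaction started with substrate at 50 nM final. Fluorescence read kinetically at 0 and 10 min; buffer-only wells served as negative control.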
# Anesthetic bind: candidate novel general anesthetic via apoferritin binding; hit rate 0.074% among 350,000; AID 485281; Potency, µM (doses to about 77.5 µM), without a hit: at the highest dose activity change, negative = displacement, most hits filed as inhibitors; apoferritin/1-aminoanthracene competitive binding, fluorescence; P02791; note: potency is the fitted concentration of half-maximal effect; % is set by controls: 0 for no effect and ±100 for the full control effect; nearly all actives have a fitted effect of over 20% in size
#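 Read-out: endpoint 1-AMA fluorescence, excitation 380 nm and emission 535 nm, after compounds sit 10 min at room temperature with 10 uM horse-spleen apoferritin in 50% saturated 1-AMA/PBS. Values come from four-parameter Hill fits.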
# ERG-DNA inh: blocks human ERG Ets domain binding to DNA; fluorescence polarization, His-ERG Ets domain / labelled DNA; P11308; hit rate 0.028% among 370,000; Potency, µM (top dose mostly 76.9 µM), for the others: top-dose FP activity, negative = inhibition, actives largely listed as inhibitors; active = well fitted inhibition curve with a large enough effect in the polarisation, with a control signal flat; inconclusive = small, poorly fitted or top-dose-only effect, or effect the other way, or a change in a side signal; inactive = no such curve, though single readings can be large or run the other way; the % refers to the polarisation;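 note: polarization taken with two DNA probes labelled with fluorescein and Texas red; potency is the fitted concentration of half-maximal effect; % of control where 0% means no effect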
#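 His-tagged ERG Ets domain (1 uM in the protein solution; 300mM KCl, 50mM Tris-HCl, 1mM EDTA, 1mM DTT, pH 7.5) received compound, then a probe mix of 5 nM fluorescein-DNA and 100nM Texas-615-DNA. Fluorescence polarization was read for both dyes.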
# ALOX12 inh: blocks human arachidonate 12S-lipoxygenase. P18054. purified 12hLO, xylenol orange hydroperoxide absorbance. Potency, µM (series often up to 108 µM), for the others: at the highest dose activity change, negative = inhibition, most hits filed as inhibitors. hit rate 1.1% among 580,000. AID 1671190; note: potency is the fitted concentration of half-maximal effect; % is set by controls: 0 for no effect and ±100 for the full control effect
#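 Purified human 12hLO at 150 nM in 25 mM Hepes, 0.01% Triton X-100, pH 7.0, preincubated 15 min at room temperature with compound. Reaction started with 40 uM arachidonic acid, 30 min at room temperature. Hydroperoxide measured by Fe-xylenol orange, 573/405 nm absorbance ratio.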
# POLB inh: blocks human DNA polymerase beta activity; P06746; Pol beta primer extension/strand displacement, fluorescence kinetic; Potency, µM (series often up to 114 µM), without a hit: at the highest dose activity change, negative = inhibition, hits mostly inhibitors; hit rate 1.3% among 340,000; AID 485314; note: potency is the fitted concentration of half-maximal effect; % is set by controls: 0 for no effect and ±100 for the full control effect
#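 Values derive from four-parameter Hill fits of normalized kinetic data: reads at 0 and 10 min following addition of 50 nM substrate to 10 nM Pol beta preincubated 15 min with compound.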
# LDHA block: blocks human lactate dehydrogenase A; activity change, % (values are at about 110 or 230 µM); purified LDHA, NADH/diaphorase-resazurin fluorescence; stronger effect = lower value; hit rate 0.15% among 480,000; in the data active = activity change below about -30%; inconclusive = mostly about -25% to -30%;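 note: plate controls were DMSO wells for no effect and wells without enzyme for full effect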
#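 Human LDH5 at 2 nM final in Tris HCl pH 7.4 with 0.06 mM NADH and 0.2 mM pyruvate, reacted 5 minutes at room temperature. Remaining NADH coupled via diaphorase/resazurin; resorufin fluorescence read at 0 and 20 minutes, normalized to enzyme-free and DMSO wells.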
# POLH inh: blocks human DNA polymerase eta activity | recombinant Pol eta, fluorescent DNA replication assay | Q9Y253 | Potency, µM (top dose mostly 114 µM), for inactives: at the top dose activity change, negative = inhibition, usual class: inhibitors | hit rate 1.2% among 390,000; note: potency is the fitted concentration of half-maximal effect; % is set by controls: 0 for no effect and ±100 for the full control effect
#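 Pol eta at 10 nM preincubated with compounds 15 min at room temperature; reaction started with fluorescent substrate (50 nM final) and read kinetically at 0 and 10 min.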
# RGS4 inhibitor: blocks human RGS4-accelerated GTP hydrolysis. AID 504845. Potency, µM (top dose mostly 114 µM), for inactives: at the top dose activity change, negative = inhibition, hits mostly inhibitors. Transcreener GDP fluorescence polarization, RGS4-accelerated GTP hydrolysis. hit rate 0.039% among 390,000. P49798; note: potency is the fitted concentration of half-maximal effect; % is set by controls: 0 for no effect and ±100 for the full control effect; nearly all actives have a fitted effect of over 75% in size; some results filed as inactive show a strong effect at the top dose
# Target sequence (P49798 whole entry, looked up): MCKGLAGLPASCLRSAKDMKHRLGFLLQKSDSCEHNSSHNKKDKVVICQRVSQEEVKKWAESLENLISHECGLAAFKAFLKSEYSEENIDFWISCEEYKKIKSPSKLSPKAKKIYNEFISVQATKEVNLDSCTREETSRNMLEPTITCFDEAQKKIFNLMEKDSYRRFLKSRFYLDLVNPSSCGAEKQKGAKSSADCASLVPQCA
#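 MLSMR compounds (23 nl, pin-transferred) preincubated 10 min at room temperature with a 500nM (2x) first reagent, then RGS4 at 900nM (2x) plus Transcreener GDP mix added; fluorescence polarization (620/688 nm) read before and after 90 min at 30 °C.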
# * marks the source's active call; other numbers are inactive results; ? = inconclusive; / = no result given; & = joins results of further samples; [ ] = another dose, or the depositor's remark. Unless noted, calls come from the whole dose curve; as a rule, active = well fitted curve in the direction sought with a large enough effect; inconclusive = small, poorly fitted or top-dose-only effect, or another doubt; inactive = no such curve, though single readings can be large; an effect the other way counts as inactive or inconclusive. Only part of the results is shown; rates above refer to the full screens.
SMILES,APEX1 inh,POLK inh,Anesthetic bind,ERG-DNA inh,ALOX12 inh,POLB inh,LDHA block,POLH inh,RGS4 inhibitor
COc1ccccc1C(=O)NNC(=O)c1cccc(Br)c1,36%,5%,?,18%,26%,-2%,-8,11%,1%
Clc1ccccc1OCCN1CCCCC1,18%,-7%[60.1 µM],-9%,/,?,3%,-13,14%,4%
Cc1c(C#N)c2ncn(CC#N)c(=O)c2n1-c1ccccc1,16%,-4%,3%,5%,0%,17%,-2,-16%,12%
CCOC(=O)N1CCN(C2=NC3(CCCCC3)C(C#N)C(=O)N2)CC1 (stereo not given),3%,-12%,-18%,2%,-7%,0%,-13,-12%,23%
CCC(C)c1ccc(O)c(/C=N/O)c1 (stereo not given),-6%,-6%,?,-2%,?,-16%,1,-8%,-12%
O=C(Nc1ccccc1C(=O)OCn1nnc2ccccc2c1=O)c1ccco1,-2%,1%,-12%,-3%,0%,-10%,-5,-15%,5%
O=C(O)c1ccccc1C(=O)c1cccc2c(F)cccc12,/,-22%,/,/,-7%,/,-5,-13%,-28%
O=C(Nc1ccc(OC(F)(F)F)cc1)c1n[nH]c(Cn2cncn2)n1,-2%,-4%,-10%,-2%,17%,43%,0,2%,4%
COCC(=O)N1CCC(Oc2ccc(C(=O)NCCCn3cccn3)cc2)CC1,81%[activator],3%,-1%,-14%,5%,25%,0,-9%,-21%
Cc1ccc(CNC(=O)COC(=O)c2c(C)noc2C)cc1,2%,-4%,-13%,4%,36%[activator],-11%,-2,-3%,-4%
COCCNC(=O)NC12CC3CC(CC(C3)C1)C2,-1%,-9%,-23%,6%,-5%,-1%,-2,0%,11%
COc1ccc(Cl)cc1NC(=O)CN(C)C(=O)CCNC(=O)c1ccccc1OC,-8%,12%,/,0%,-8%,/,-5,-8%,5%
Cc1ccc2c(C)nc(/N=C(\N)NC(=O)N3c4ccccc4Sc4ccccc43)nc2c1,2%,-24%&-7%,-1%,-1%&5%,?,-4%,-1&-8,-4%&-3%,9%&-21%
CCOc1ccc(C(=S)N2CCCC2)cc1OC,3%,-6%,-7%,-19%,5%,1%,-6,-7%,28%
COc1ccc(OC)c(-c2csc(NC(=O)C3CSC4(C)CCC(=O)N34)n2)c1 (stereo not given),-12%,-15%,/,-1%,-3%,/,-3,-8%,-4%
Cn1nc(-c2ccccc2)c(CN2CCN(c3ncccn3)CC2)c1Cl,2%,-13%,-13%,-1%,-11%,22%,-14,-10%,-9%
COc1ccc(Nc2nccc(-c3ccc([N+](=O)[O-])cc3)n2)cc1,-3%,3%,-11%,-3%,2%,1%,-6,-12%,-6%
Cc1cc(NC(=O)c2c(F)cccc2Cl)n(-c2nc3ccccc3[nH]2)n1,13%,2%,-19%,6%,0%,23%,-1,-17%,-24%
CC(=O)NCCn1c(SCC(=O)c2ccc(Cl)cc2)nc2ccccc2c1=O,-6%,2%,-10%,-1%,-3%,9%,-9,-16%,-6%
O=C(CCCOc1ccccc1)Nc1ccc(Cl)cn1,-11%,-1%,-13%,-3%,-7%,6%,-5,-16%,0%
Cc1ccc(S(=O)(=O)n2cnc3ccccc32)cc1[N+](=O)[O-],0%,-1%,5%,-5%,-9%,13%,-2,2%,-13%
O=C1NCCN1C(=O)c1cccc(Cl)c1,2%,-6%,-12%,-5%,-25%,29%,-5,-12%,-12%
O=C(c1ccc(OC2CCN(CCc3ccccc3)CC2)cc1)N1CCCC(O)C1 (stereo not given),5%,-3%,-7%,17%,-12%,7%,-5,2%,25%
OCC1(Cc2ccc(Cl)cc2)CCN(Cc2ccc(F)c(F)c2)CC1,-3%,-4%,2%,17%,0%,0%,-2,-12%,10%[56.9 µM]
C=CCOC(=O)C1=C[C@H](C2CCCCC2)C[C@H](OCc2ccc(CO)cc2)O1,/,-11%,/,11%,?,/,1,-6%,6%
Cc1oc2cc3oc(=O)c(CCC(=O)NCc4ccccn4)c(C)c3cc2c1C,15%,9%,-15%,4%,1%,10%,-3,-18%,0%
CC(=O)N(CCCCN1C(=O)c2ccccc2C1=O)c1ccc(C)cc1,6%,-1%,?,3%,-21%,4%,-6,-7%,2%[11.4 µM]
CCc1cc(=O)oc2cc(C)cc(OCC(=O)C(C)(C)C)c12,7%,-12%,-22%,0%,-5%,4%,-1,-4%,14%
CCN(CC)c1ccc(NC(=O)c2cnc3c(-c4ccccc4)c(C)nn3c2C)c(C)c1,/,0%,-17%,9%,?,-11%,8,-11%,-4%
Cc1ccc(S(=O)(=O)NNC(=O)Nc2cccc(F)c2)c(C)c1,-10%,-7%,-9%,9%,6%,-5%,-1,0%,26%
CO/N=C/c1ccc(N2CCN(C(=O)c3ccc(Cl)cc3Cl)CC2)c([N+](=O)[O-])c1,?,-10%,?,5%,-8%,14%,-3,-7%,9%
O=C(CCN1CCOCC1)N1CCCC(Nc2ccc(F)cc2)C1 (stereo not given),-6%,2%,-10%,6%,-18%,3%,-2,-19%,9%
CCOc1ccc(CCNC(=O)CS(=O)Cc2nc(-c3ccccc3C)oc2C)cc1OCC (stereo not given),9%,2%,3%,-4%,-6%&15%,2%,0&-1,-8%,-13%
CCNC(=O)NC(=O)C(C)OC(=O)CCCc1nc2ccccc2s1 (stereo not given),13%,2%,-4%,6%,0%,-2%,-5,-17%,-2%
COc1cc(O)cc(O)c1C(=O)/C=C/c1ccccc1,16%,19%,-19%,10%,?,-1%,5,-14%,17%
COc1ccc(Cc2nnc(NC(=O)C(C)C)s2)cc1,-1%,-12%,-1%,-16%,2%,-4%,-4,-3%,-9%
CCCCn1c(N)c(N(CCOC)C(=O)COc2ccc(C(C)=O)cc2)c(=O)[nH]c1=O,-5%,-4%,/,-1%,6%,/,-3,-14%,-24%
CC(NC(=O)Nc1nnc(C(F)(F)F)s1)(C(F)(F)F)C(F)(F)F,-3%,-17%,-21%,-1%,-3%,2%,-2,-6%,-11%
CN(Cc1ccccc1)C(=O)c1ccc(NC(=O)Cc2ccc(NC(=O)C3CCN(S(=O)(=O)c4cccc([N+](=O)[O-])c4)CC3)cc2)cc1,/,2%,/,-7%,-8%,/,-1,-10%,-34%
Cc1cc(C)cc(N(CC(=O)Nc2ccc(C(F)(F)F)cc2)S(=O)(=O)c2c(C)[nH]c(=O)[nH]c2=O)c1,0%,-24%&-12%,?,13%&0%,?,2%&-1%,0&1,-11%&-18%,30%&5%
Cc1ccc(SCC(=O)Nc2ccc3oc(-c4cccc(Cl)c4)nc3c2)cc1,/,-11%,7%,2%,-24%,3%,-7,/,14%
O=C(CSc1nnc(-c2ccncc2)n1Cc1ccccc1)NCCc1ccccc1,1%,0%,-10%,-3%,473%[activator],0%,-1,0%,-6%
CC(=O)N[C@@H](C=O)[C@@H](O)[C@H](O)[C@H](O)CO,15%,-9%[60.1 µM],8%,/,12%,/,1,/,/
O=C(Nc1cccc2c1C(=O)NC2=O)c1ccc(N2C(=O)CCC2=O)cc1,10%,-2%,-6%,5%,-4%,34%[activator],-4,4%,-9%
c1ccc(C2Nc3ccccc3C3OCCCC23)cc1 (stereo not given),9%,-3%,-16%,-3%,34%[activator],2%,-7,-9%,7%
Cc1ccc(S(=O)(=O)C2C(=O)NC3(C)CC2c2ccccc2O3)cc1 (stereo not given),5%,-10%,6%,2%,?,20%,-4,-17%,-11%
O=C(N/N=C/c1cccc(C(F)(F)F)c1)C1CCN(c2ncc(C(F)(F)F)cc2Cl)CC1,-2%,-9%,-5%,-3%,7%,9%,-3,-3%,18%
CCOc1ccc(S(=O)(=O)Nc2nc3cc(OC)ccc3s2)cc1,6%,-8%,-3%,-6%,6%,2%,0,-6%,-33%
CCCn1c(SCc2nc(N)nc(N3CCCCC3)n2)nc2c1c(=O)n(C)c(=O)n2C,1%,-16%,0%,-2%,0%,?,-7,-17%,15%
O=C(Cc1ccc(Cl)cc1)OCC(=O)N1CCCCCC1,45%[activator],-6%,/,-1%,6%,/,-4,-9%,-6%
Cc1c(CN(C)C(=O)CSc2nc(-c3ccco3)cc(C(F)(F)F)n2)cnn1C,-2%,-11%,-21%,/,-12%,0%,-10,-6%,11%
Cc1ccc(-n2cc(CNCC3CC(=O)N(C4CC4)C3)c(-c3cccc(C)c3)n2)cc1 (stereo not given),0%,6%,-18%,-1%,-5%,2%,-3,-24%,-25%
COc1ccccc1OCCn1cc(C#N)c2ccccc21,-6%,-2%,2%,2%,1%,18%,-7,-19%,-3%
O=C(CCCO)N/N=C/c1cc(Br)ccc1O,4%,9%,104%[activator],3%,-14%,24%,8,-9%,0%
Cc1[nH]ccc(=O)c1OCC(=O)O,0%,-6%,-2%,-2%,23%,7%,0,0%,20%

# Reprinted at random: three compounds from above
SMILES,APEX1 inh,POLK inh,Anesthetic bind,ERG-DNA inh,ALOX12 inh,POLB inh,LDHA block,POLH inh,RGS4 inhibitor
CCCn1c(SCc2nc(N)nc(N3CCCCC3)n2)nc2c1c(=O)n(C)c(=O)n2C,1%,-16%,0%,-2%,0%,?,-7,-17%,15%
O=C(CCCO)N/N=C/c1cc(Br)ccc1O,4%,9%,104%[activator],3%,-14%,24%,8,-9%,0%
O=C(N/N=C/c1cccc(C(F)(F)F)c1)C1CCN(c2ncc(C(F)(F)F)cc2Cl)CC1,-2%,-9%,-5%,-3%,7%,9%,-3,-3%,18%
